# MITF TRPM1 inh = reduces MITF-dependent TRPM1 promoter luciferase signal; SK-MEL-5 TRPM1 promoter luciferase, 24 h; inhibition, % at 12.5 µM; 330,000 compounds, 0.83% hits; AID 488899;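 active = mean inhibition across replicates of 60% or more, whatever share of single replicates reaches that level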; note: values of inactives mirror those of a sister screen read the other way
# KKLEB cytotox = CF airway cell cytotoxicity counter-screen; 360,000 compounds, 0.36% hits; KKLEB CF airway cells viability, ATPlite luminescence, overnight; active compounds read low; cells stimulated with P. aeruginosa culture filtrate; activity change (cytotoxicity), % at 5 µM;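 active = corrected activity change at or below -50% at 5 µM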
# CaV13 FRET inh = Disruptors of the CACNA1D IQ motif to Ca2+-dependent inactivation inhibitor domain association, primary screening, Förster resonance energy transfer in intact living …; HEK cells, CFP/YFP FRET ICDI-IQ, plate reader, 10 min; percent FRET-ratio fall versus neutral wells; 340,000 compounds, 0.098% hits; inhibition, % at 12.3 µM; AID 743397;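 active = mean replicate inhibition of at least 30% and at least 1% of replicates passing that level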;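 note: 0% = median of the neutral control wells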
# Vif inh = HIV Vif inhibition. 340,000 compounds, 0.35% hits. inhibition, % at 7.49 µM. HEK293T cells, Vif self-association by quenched fluorescence, imaging, 24 h; in the data active = inhibition above about 50%, passing the limit was not always enough; note: some results filed as inactive read as strong as hits
# Shn3 inh set2 = inhibitors of Schnurri-3 3'UTR reporter in osteoblasts | Clone20 osteoblast Shn3 3'UTR firefly luciferase, 24 h | inhibition, % at 12.5 µM | 360,000 compounds, 0.52% hits;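 active = mean inhibition of at least 75% with every replicate also reaching 75%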;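 note: 0% = median of neutral control wells and 100% = pilot-screen positive control compound; some compounds past the cut are filed as inactive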
# HIF-2a inh = inhibitors of HIF-2a. 786-0 RCC cells HIF-2a reporter, luciferase luminescence, overnight. inhibition, % at 18.8 µM. 360,000 compounds, 0.72% hits;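 active = inhibition of the luminescence signal of 40% or more relative to plate controls, in a single-dose primary screen at 18.75 µM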
# CF NFkB inh = inhibitors of cystic fibrosis induced NF-kB | KKLEB NF-kB-GFP reporter, PAF-induced, GFP fluorescence overnight | inhibition, % at 5 µM | 360,000 compounds, 0.86% hits;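 active = at least 50% inhibition at 5 µM, scaled per plate between neutral and stimulator controls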;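 note: PAF is a Pseudomonas aeruginosa culture filtrate used as stimulus; plate controls were PAF-stimulated DMSO wells for no effect and unstimulated DMSO wells for full effect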
# NR2E3 ag-1 = activates human NR2E3 receptor; Q9Y5X4; AID 602229; CHO-S Gal4-NCOR/VP16-NR2E3 two-hybrid, luciferase; inhibition of corepressor binding, % at 3.98 µM; 360,000 compounds, 0.35% hits;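 active = inhibition above the mean of all tested compounds plus 3 SD, cut at about 70% in these data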;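 note: 0% = DMSO with NR2E3 transfected cells and 100% = cells lacking NR2E3 construct; higher means lower luciferase signal from less NR2E3 corepressor binding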
# Target sequence (Q9Y5X4 whole entry, looked up, the tested form may be a part): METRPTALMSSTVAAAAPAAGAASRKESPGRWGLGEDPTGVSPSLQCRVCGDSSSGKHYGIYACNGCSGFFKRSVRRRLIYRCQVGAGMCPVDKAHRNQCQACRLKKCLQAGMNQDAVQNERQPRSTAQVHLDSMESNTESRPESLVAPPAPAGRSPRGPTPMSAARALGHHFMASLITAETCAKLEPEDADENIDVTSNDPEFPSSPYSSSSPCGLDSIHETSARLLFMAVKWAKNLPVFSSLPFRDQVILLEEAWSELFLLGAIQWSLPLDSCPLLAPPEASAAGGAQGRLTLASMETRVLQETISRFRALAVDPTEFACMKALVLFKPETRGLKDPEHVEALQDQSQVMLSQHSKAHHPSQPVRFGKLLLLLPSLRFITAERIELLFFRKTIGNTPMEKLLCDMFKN
# Peg3 promoter = inhibitors of Peg3 promoter. HeLa PEG-Prom luciferase reporter, luminescence, overnight. inhibition, % at 20 µM. 360,000 compounds, 1.7% hits;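 active = inhibition of at least 50% at 20 µM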
# NR2E3 ag-2 = activates human photoreceptor nuclear receptor NR2E3; 320,000 compounds, 0.12% hits; Q9Y5X4; GST-NR2E3/biotin-RetCOR TR-FRET, 1536-well; AID 2300; inhibition of corepressor binding, % at 4.78 µM;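 active = percent inhibition above the cutoff of mean plus 3 SD of all tested compounds, set per screening campaign, cut at about 20% in these data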;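 note: 0% = DMSO wells and 100% = biotin wells as full block of FRET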
#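 Material: NR2E3–RetCOR corepressor complex | Quantity: 1.35 nM GST-tagged NR2E3 final | Schedule: 5 h at 4 °C | Replication: Singlicate compound wells | Reagent: RetCOR corepressor, biotinylated, 7 nM | Controls: Biotin wells as high control, 0.6% DMSO wells as low control | Signal: TR-FRET, Eu(K)-anti-GST donor, streptavidin-D2 acceptor, ex 340, em 617/671 nm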
# PDI inh = inhibitors of human protein disulfide isomerase. inhibition, % at 10 µM. AID 588391. PDI insulin aggregation turbidity, A650, 90 min. 350,000 compounds, 0.052% hits;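 active = mean inhibition across replicates of 30% or more, whatever share of single replicates reach that level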;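 note: absorbance from insulin aggregation driven by PDI reduction with DTT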
# Target sequence (P07237 whole entry, looked up): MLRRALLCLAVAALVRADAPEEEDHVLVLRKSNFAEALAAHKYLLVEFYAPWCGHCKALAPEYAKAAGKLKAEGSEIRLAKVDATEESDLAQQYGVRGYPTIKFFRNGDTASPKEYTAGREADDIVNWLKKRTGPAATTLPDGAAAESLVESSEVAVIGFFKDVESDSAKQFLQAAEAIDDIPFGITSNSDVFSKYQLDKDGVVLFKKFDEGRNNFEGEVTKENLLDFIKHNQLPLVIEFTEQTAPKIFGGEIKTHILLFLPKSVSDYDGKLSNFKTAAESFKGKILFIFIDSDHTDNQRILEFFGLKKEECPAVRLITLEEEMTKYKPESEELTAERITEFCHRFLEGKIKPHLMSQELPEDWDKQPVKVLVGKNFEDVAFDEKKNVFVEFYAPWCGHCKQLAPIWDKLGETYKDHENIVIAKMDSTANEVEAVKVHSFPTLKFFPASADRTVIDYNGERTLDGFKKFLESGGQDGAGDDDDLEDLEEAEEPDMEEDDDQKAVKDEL
# * = called active by the depositor; · = no result given.
# Values in the order: MITF TRPM1 inh | KKLEB cytotox | CaV13 FRET inh | Vif inh | Shn3 inh set2 | HIF-2a inh | CF NFkB inh | NR2E3 ag-1 | Peg3 promoter | NR2E3 ag-2 | PDI inh
> Cc1cc(/C=N/NC(=O)c2ccncc2)c(C)n1-c1cccc(C(F)(F)F)c1
→ 5.7 | -14.7 | -1.8 | -5.5 | 1.1 | 15.0 | 11.9 | -27.8 | 12.6 | -3.7 | -0.1
> C[C@H](CO)NC(=O)c1[nH]cnc1C(=O)Nc1ccc(CNC(=O)OC(C)(C)C)cc1
→ · | 0.9 | -3.1 | -12.0 | 0.6 | 1.1 | -1.9 | -15.8 | -8.5 | · | 2.1
> CCOc1ccc(-c2ccc(SCC(=O)N3CCOCC3)nn2)cc1
→ -23.7 | 1.7 | 1.5 | -0.8 | -42.2 | -126.5 | -30.4 | -36.8 | -135.9 | -0.4 | -3.5
> COc1ccc(OCC(=O)N2CCC3(CC2)CC(=O)c2ccccc2O3)cc1
→ 3.7 | 17.6 | -1.4 | -0.8 | -2.6 | 20.8 | -17.2 | 6.1 | 2.1 | 2.1 | -3.3
> COC(=O)C1CCCN1S(=O)(=O)c1ccc2ccccc2c1 (configuration not stated)
→ 4.6 | -5.5 | -3.6 | 3.5 | -6.4 | 14.6 | 11.0 | -0.9 | 27.4 | 0.3 | -0.5
> COC(=O)c1ccc(-c2ncc[nH]2)cc1
→ -17.8 | 2.0 | 1.8 | 2.7 | -5.9 | -51.7 | -13.7 | 22.4 | -26.0 | -2.7 | 0.6
> COc1ccc(-c2c(NC(=O)C(C)C)n(C)c3ccccc3c2=O)cc1
→ 1.6 | 4.2 | -8.1 | -11.2 | -11.4 | 3.2 | -7.2 | -5.9 | 10.5 | 2.4 | 0.4
> Cc1ccccc1NC(=O)c1c([N+](=O)[O-])c(C(C)(C)C)nn1C
→ -5.2 | 9.2 | -2.7 | 2.2 | 16.7 | 12.2 | -21.0 | -25.1 | 1.1 | -0.1 | 2.5
> Cc1cnccc1CN(C)C(=O)CC1C(=O)NCCN1CC1CCCCC1 (configuration not stated)
→ -6.3 | -5.3 | -0.6 | 2.2 | -19.1 | 11.2 | -7.7 | -21.6 | -4.8 | 5.0 | 2.9
> O=C(CSc1nnc(NC(=O)c2c(F)cccc2F)s1)NCc1ccco1
→ -6.3 | 7.4 | -4.2 | -4.8 | -5.1 | -13.9 | -5.9 | -5.5 | -36.5 | -1.2 | -2.2
> CCC(C)NC(=O)CSc1nc2c(sc(=S)n2-c2cc(Cl)ccc2OC)c(=O)[nH]1 (configuration not stated)
→ 6.2 | -1.9 | -19.6 | -9.8 | -1.9 | 9.6 | 0.8 | -6.7 | 12.2 | -2.8 | -4.8
> Cc1cc[n+](CC(=O)c2cc3ccccc3oc2=O)cc1
→ 2.5 | -0.1 | -2.6 | 2.3 | 4.1 | -59.9 | 6.3 | -12.4 | -4.2 | -0.7 | -12.3
> O=C(Cc1c[nH]c2ccccc12)NCc1ccccc1F
→ -5.9 | -1.9 | -4.3 | 19.2 | 4.2 | 10.7 | -6.7 | -22.4 | 16.1 | -0.8 | -13.1
> CC1CCN(Cc2c(C(=O)N/N=C/c3ccc(OC(C)C)cc3)nnn2-c2nonc2N)CC1
→ -6.3 | 11.3 | -3.1 | -11.6 | 9.5 | 8.2 | -10.6 | 18.4 | 5.4 | -1.2 | -13.9
> Cc1cc(=O)[nH]c(SCC(=O)/C=C2\N(C)c3ccccc3C2(C)C)n1
→ 8.8 | -6.0 | -7.3 | -21.7 | 65.4 | 28.1 | -9.3 | -0.4 | 16.0 | 0.4 | -3.8
> Cn1ccc2c(N3CCOCC3)cc3c(c21)C1CCC3O1 (configuration not stated)
→ · | 9.4 | · | · | -8.8 | 7.8 | -14.1 | 2.9 | -0.4 | · | ·
> COC(=O)COc1ccc(S(=O)(=O)NCc2ccco2)cc1Cl
→ -0.5 | -0.2 | -4.4 | 6.8 | 2.3 | 22.1 | -1.8 | -44.8 | 7.8 | -1.1 | -12.4
> CCOc1ccc(Cl)cc1-c1cc(C(=O)Nc2cc(OC)c(OC)c(OC)c2)[nH]n1
→ · | -4.8 | -11.1 | -12.8 | 9.6 | -96.6 | -0.2 | -6.0 | 9.5 | · | -7.2
> COc1ccc(S(=O)(=O)N2CCCCC2)cc1NC(=O)Cc1cccc(C(F)(F)F)c1
→ 1.7 | 2.0 | -6.1 | -3.3 | 12.8 | 7.8 | -5.0 | 8.7 | 18.1 | · | -0.1
> N#Cc1c(-c2cccnc2)c2c([nH]c1=O)-c1ccccc1OC2
→ 7.9 | -4.4 | 2.7 | -1.3 | 5.9 | 10.3 | 3.8 | -16.8 | 2.4 | 1.3 | 2.0
> Oc1ccc(-c2nnc(Nc3ccccc3)c3ccccc23)cc1
→ 11.5 | -8.9 | -14.4 | -5.9 | 13.5 | 12.7 | 27.3 | -4.4 | 5.1 | -0.1 | 1.5
> CC(OC(=O)c1nsc(Cl)c1Cl)C(=O)NC(C)(C)C (configuration not stated)
→ 12.7 | -1.3 | -2.7 | · | 6.2 | 5.5 | 8.1 | -2.7 | 2.0 | 1.8 | -1.2
> CC(=O)c1ccc(NC(=O)Cn2cnc(S(=O)(=O)N3CCCC3)c2)cc1
→ -2.8 | 0.6 | · | 18.1 | -3.3 | -8.8 | -6.1 | -6.0 | 6.1 | -0.4 | -1.5
> Cc1ccccc1CSc1[nH]c(=O)ncc1C
→ -5.8 | -1.4 | -2.1 | 3.0 | -8.4 | -4.2 | 0.8 | -3.8 | -33.8 | -0.3 | -3.9
> Oc1cccc(NC(=S)N=Nc2c(O)[nH]c3ccc(Br)cc23)c1
→ -8.6 | -7.1 | -2.3 | -0.3 | -5.2 | -11.3 | 10.0 | -10.0 | 12.0 | -1.8 | 3.1
> CCOc1ccc(NC(=O)NC23CC4CC(CC(C4)C2)C3)cc1
→ -45.4 | 12.1 | -2.5 | 0.4 | -5.8 | -146.9 | -16.0 | -48.6 | -127.0 | 0.9 | 4.0
> CCNC(=O)c1ccccc1NC(=O)c1cccc(S(=O)(=O)N2CCOCC2)c1
→ -12.9 | 4.9 | -3.3 | -2.0 | 5.8 | 8.0 | -6.0 | 2.2 | 10.6 | -3.3 | -0.3
> O=C(c1ccc(Cl)cc1)C1CCCN(Cc2cccn2-c2ccccn2)C1 (configuration not stated)
→ -3.4 | -27.9 | 4.2 | 3.8 | 5.7 | 14.5 | -3.1 | -16.7 | 17.4 | -0.9 | 1.5
> CN(C)C(=O)C12CCC(C)(C(=O)C1Br)C2(C)C (configuration not stated)
→ -1.4 | -8.2 | -5.4 | 2.4 | -4.8 | 14.8 | 8.8 | 26.8 | 3.7 | -1.9 | -4.0
> CCc1nnc(NC(=O)c2cc(S(=O)(=O)N3CCN(CC)CC3)ccc2Cl)s1
→ 0.2 | 6.2 | · | 5.7 | -11.4 | 9.6 | 5.5 | 16.9 | 13.5 | · | -4.3

# Following part
Molecule	MITF TRPM1 inh	KKLEB cytotox	CaV13 FRET inh	Vif inh	Shn3 inh set2	HIF-2a inh	CF NFkB inh	NR2E3 ag-1	Peg3 promoter	NR2E3 ag-2	PDI inh
C[C@@H]1CC[C@@]2(O[C@@H](CCO)C[C@H](O)[C@H]2O)O1	6.6	15.0	-4.4	4.0	0.6	7.1	-2.5	-1.1	3.6	0.0	-3.5
CCCCN(C(=O)CCOc1ccc(OCC)cc1)c1c(N)n(Cc2ccccc2)c(=O)[nH]c1=O	·	16.6	-9.9	-4.0	16.3	13.3	-10.0	1.8	-0.2	·	8.3
Cc1ccccc1NC(=S)NC(=O)Cc1ccc(Cl)cc1	-3.2	8.2	7.3	-0.7	-1.2	-11.2	-7.5	-7.3	7.5	2.1	1.3
Cc1nn(-c2ccccn2)c2c1C(c1ccsc1)C1=C(CCCC1=O)N2 (configuration not stated)	5.5	0.7	·	-9.8	29.4	19.2	-1.2	-5.5	22.6	3.2	-1.5
CCCn1c(=O)c2[nH]c(C3CCCC3)nc2n(CCC)c1=O	-8.6	21.6	-4.5	-10.5	-26.8	16.0	-20.7	-21.7	19.8	-4.1	-21.5
CC(=O)c1cccc(NC(=O)CN2C(=O)c3ccccc3C2=O)c1	1.5	0.7	-4.3	-1.6	-22.2	3.8	-4.1	0.1	15.5	-0.7	-2.3
COC(=O)c1sc2ncccc2c1OCc1cccc(Cl)c1	2.6	-12.3	-4.2	-5.6	-5.2	3.7	-4.8	3.6	-0.8	1.0	-2.0
CC1=C(C(=O)OCc2ccccc2)C(c2ccsc2)C(C#N)=C(N)O1 (configuration not stated)	-1.1	3.6	·	·	-3.8	-4.4	-1.1	6.3	11.1	-3.3	-0.1
CCOC(=O)c1[nH]c(C)c(C(=O)OCCN2C(=O)c3ccccc3C2=O)c1C	1.0	0.4	-9.3	10.1	14.7	26.4	-1.9	-9.0	34.5	2.4	6.0
COc1cc(/C=C/C(=O)OCC(=O)NC(=O)NC(C)C)ccc1OCC#N	8.7	-9.9	-4.1	-0.9	5.8	2.5	9.8	13.4	2.9	-0.9	-5.3
CC(Oc1ccc2c(c1)c1ccnc3c4ccccc4c(=O)n2c13)C(=O)NCCN1CCOCC1 (configuration not stated)	·	7.7	·	-19.7	14.2	-6.4	-150.7	-13.4	19.8	-2.1	·
Cc1nc(NCCc2ccccc2)c(C#N)c(C)c1[N+](=O)[O-]	21.4	5.6	-5.4	5.6	20.0	11.7	3.3	-25.2	47.0	0.1	-9.9
C/C(=N\NC(=O)Nc1ccccc1)c1ccc2ccccc2c1	1.0	-8.5	-5.4	-17.8	8.0	-0.8	3.9	-73.7	14.7	-2.0	4.8
C[C@H](CO)N1C[C@H](C)[C@@H](CN(C)C(=O)c2ccc3ccn(C)c3c2)OCc2cnnn2CCCC1=O	·	-5.1	-9.3	9.7	-19.0	14.6	-19.2	8.5	2.8	·	7.3
CN/C=C1\C(=O)C(C)(C)Oc2ccc3ccc(=O)oc3c21	3.0	2.3	·	-2.0	-15.4	14.6	4.5	-12.2	11.8	0.6	-2.2
O=C(CN1CCCCCC1)N/N=C/c1ccc2ccccc2c1	-35.4	1.8	-1.3	7.5	-17.5	-76.7	18.5	26.8	-47.9	·	-5.0
Cc1cc(C)cc(OCC(=O)N2CCN(c3ncccn3)CC2)c1	14.8	-8.3	-5.0	8.8	-0.7	10.5	3.9	9.7	14.2	·	3.4

# Look-ups from the results shown.
# Cc1cc(C)cc(OCC(=O)N2CCN(c3ncccn3)CC2)c1 in HIF-2a inh = 10.5
# C/C(=N\NC(=O)Nc1ccccc1)c1ccc2ccccc2c1 in CaV13 FRET inh = -5.4
# C[C@H](CO)N1C[C@H](C)[C@@H](CN(C)C(=O)c2ccc3ccn(C)c3c2)OCc2cnnn2CCCC1=O in Peg3 promoter = 2.8

# Assay outcomes (PubChem BioAssay)
